IMPase Li cell: qHTS Assay for Identifying the Cell-Membrane Permeable IMPase Inhibitors: Potentiation with Lithium; CHO-M1 cells, IP1 TR-FRET (IP-One), carbachol + lithium; Potency, µM (highest dose often 59.4 µM), inactives show top-dose activity, negative = IMPase inhibition, actives largely listed as inhibitors; 210,000 tested, 0.35% active; AID 1457, 2008;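 further: IP1 builds up when IMPase is blocked and the TR-FRET signal falls; potency means the concentration at half of the fitted maximal effect; plate controls were basal vehicle for no effect and high inhibitor control for full effect; nearly all actives have a fitted effect of over 50% in size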
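CHO cells stably expressing M1 receptor (2000/well, cultured 16–30 h) treated 30 min at 37C with compound plus low lithium. Cytosolic IP1 by TR-FRET (665/620 ratio and 620 channel) after 10 min lysis; AC50 by Hill fit.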
Epigenetic reg: Quantitative High-Throughput Screen for Regulators of Epigenetic Control; AID 1865, 2009; 280,000 tested, 0.2% active; Potency, µM (doses to about 53.9 µM), for inactives: at the top dose GFP activation, actives largely listed as activators; murine LDR cells, GFP reporter derepression, 30 h; further: potency means the concentration at half of the fitted maximal effect; % of control where 0% means no effect; nearly all actives have a fitted effect of over 60% in size
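GFP-positive cell count by laser-scanning cytometry (objects 20–120 um) after 30 h, 37 C compound exposure of murine LDR cells; reporter is CMV-GFP integrated at a silenced locus, inducible by HDAC or DNMT inhibitors.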
Luc counter: Counterscreen for Luciferase (Kinase-Glo TM) Inhibition; Luciferin 4-monooxygenase (Photuris pensylvanica), Q27757; Kinase-Glo luciferase, ATP luminescence, 8 min; Potency, µM (titrated, usually from 38.3 µM), inactives show at the highest dose activity change, negative = inhibition, usual class: inhibitors; 200,000 tested, 0.28% active; AID 1379, 2008; further: potency means the concentration at half of the fitted maximal effect; on the % scale 0 is the no-effect control and ±100 the full control effect; nearly all actives have a fitted effect of over 60% in size
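Kinase-Glo luciferase light output from ATP and luciferin was measured with 10 uM ATP, within the enzyme's linear range. Buffer: 50 mM imidazole pH 7.2, 50 mM KCl, 7 mM MgCl2, 0.01% Tween 20, 0.05% BSA; luminescence read after 8 min at ambient temperature.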
NPSR antagonist: qHTS Assay for Antagonists of the Neuropeptide S Receptor: cAMP Signal Transduction | Q6W5P4 | 220,000 tested, 1% active | Potency, µM (titrated, usually from 38.3 µM), for inactives: at the top dose activity change, negative = inhibition, hits mostly inhibitors | AID 1461, 2008 | CHO-NPSR cells, cAMP TR-FRET, antagonist mode; further: potency means the concentration at half of the fitted maximal effect; on the % scale 0 is the no-effect control and ±100 the full control effect; nearly all actives have a fitted effect of over 50% in size; many of its hits are not listed in these tables
Target sequence (Q6W5P4 whole entry, looked up): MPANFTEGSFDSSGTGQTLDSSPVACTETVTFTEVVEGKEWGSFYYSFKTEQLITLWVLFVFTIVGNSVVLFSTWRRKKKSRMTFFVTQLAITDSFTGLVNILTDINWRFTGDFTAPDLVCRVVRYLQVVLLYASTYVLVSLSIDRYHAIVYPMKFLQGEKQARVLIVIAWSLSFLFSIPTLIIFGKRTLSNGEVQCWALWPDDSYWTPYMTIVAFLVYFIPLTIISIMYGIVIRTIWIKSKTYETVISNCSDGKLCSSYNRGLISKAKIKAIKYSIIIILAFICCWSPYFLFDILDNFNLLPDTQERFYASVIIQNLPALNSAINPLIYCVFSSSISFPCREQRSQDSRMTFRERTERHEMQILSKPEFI
CBFb RUNX1 block: qHTS Assay for Compounds Blocking the Interaction Between CBF-beta and RUNX1 for the Treatment of Acute Myeloid Leukemia | AlphaScreen CBFb-His/RUNX1-biotin binding, biochemical | Runt-related transcription factor 1 (Homo sapiens) + Core-binding factor subunit beta … | Potency, µM (top dose mostly 59.8 µM), without a hit: at the highest dose activity, negative = inhibition, hits mostly inhibitors | 230,000 tested, under 10 active | AID 1477, 2009; further: % of control where 0% means no effect
Target sequence (Q01196 whole entry, looked up): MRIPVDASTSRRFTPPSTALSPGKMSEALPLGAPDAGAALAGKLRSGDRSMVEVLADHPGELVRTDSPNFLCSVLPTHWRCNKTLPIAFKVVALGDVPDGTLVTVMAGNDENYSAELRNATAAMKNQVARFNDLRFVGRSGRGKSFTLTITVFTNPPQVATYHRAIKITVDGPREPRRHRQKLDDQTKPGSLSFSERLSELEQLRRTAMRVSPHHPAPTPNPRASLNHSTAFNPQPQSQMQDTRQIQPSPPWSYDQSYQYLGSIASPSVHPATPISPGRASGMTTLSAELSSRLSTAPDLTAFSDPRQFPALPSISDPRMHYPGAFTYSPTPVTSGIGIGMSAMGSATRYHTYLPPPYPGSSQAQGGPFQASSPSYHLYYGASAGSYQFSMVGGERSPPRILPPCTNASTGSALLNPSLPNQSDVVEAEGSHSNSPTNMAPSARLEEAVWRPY
Target sequence (Q13951 whole entry, looked up): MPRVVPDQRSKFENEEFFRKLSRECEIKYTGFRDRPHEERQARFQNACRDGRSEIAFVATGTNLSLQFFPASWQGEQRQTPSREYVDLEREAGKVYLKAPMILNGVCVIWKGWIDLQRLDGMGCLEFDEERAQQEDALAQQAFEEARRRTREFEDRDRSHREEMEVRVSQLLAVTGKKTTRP
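Interaction loss through any mechanism counts as activity. Pre-formed complex of His-CBF-beta and biotin-RUNX1 (30 nM apiece) is incubated with compound 15 min, then with 50 ng nickel and 50 ng streptavidin beads for 90 min before AlphaScreen detection.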
LMNA splice mod: qHTS Assay for Modulators of Lamin A Splicing. HeLa LMNA splicing GFP/RFP minigene ratio, 48 h. Potency, µM (series often up to 46.1 µM), for the others: at the highest dose ratio change, negative = inhibition, actives largely listed as inhibitors. 200,000 tested, 0.01% active. AID 1487, 2009; active means well fitted inhibition curve with a large enough effect in the signal ratio, with a control signal flat, not every such curve was filed as active; inconclusive means small, poorly fitted or top-dose-only effect, or effect the other way, or a change in a side signal; the % refers to the signal ratio; further: potency means the concentration at half of the fitted maximal effect; on the % scale 0 is the no-effect control and ±100 the full control effect
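S3 HeLa cells stably expressing lamin A-EGFP splicing minigene plus DsRed2, 600 cells/well, 48 h compound exposure at 37C. Laser-scanning cytometry; analysed as GFP (500-530 nm)/RFP (575-640 nm) total intensity ratio; 0.5% DMSO vehicle.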
HTT aggregate: qHTS Multiplex Assay to Identify Dual Action Probes in a Cell Model of Huntington: Aggregate Formation (GFP); PC12 HttQ103-GFP aggregates, Acumen cytometry, 40 h; Potency, µM (titrated, usually from 46.1 µM), for inactives: at the top dose activity change, negative = inhibition, most hits filed as inhibitors; 220,000 tested, 1.1% active; further: potency means the concentration at half of the fitted maximal effect; on the % scale 0 is the no-effect control and ±100 the full control effect; nearly all actives have a fitted effect of over 60% in size
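Using laser scanning cytometry, GFP-positive aggregates were counted after lysis of PC12 cells induced with 100 nM tebufenozide to express HTT exon 1 Q103–GFP. Compounds were tested in titration.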
Starred values were filed as active, the others as inactive; u = inconclusive; x = no result given; & = joins results of further samples; [ ] = another dose, or the depositor's remark. Unless noted, the call rests on the fitted dose curve; in most records, active means well fitted curve in the direction sought with a large enough effect; inconclusive means small, poorly fitted or top-dose-only effect, or another doubt; inactive means no such curve, though single readings can be large; an effect the other way counts as inactive or inconclusive. These rows are one share of the data. The share of hits here may be higher or lower than overall.

Short forms: A = IMPase Li cell; B = Epigenetic reg; C = Luc counter; D = NPSR antagonist; E = CBFb RUNX1 block; F = LMNA splice mod; G = HTT aggregate
COCCNS(=O)(=O)c1cc(OC)c(Cl)cc1Cl
  A = 2%[38.3 µM]; B = 0.0%; C = 6%; D = -3%[46.1 µM]; E = 3%; F = -8%; G = -8%

CCN(CC)c1ccc(/C=N/Nc2nc(C)cc(C)n2)cc1
  A = x; B = 1.1%; C = x; D = -30%; E = -4%; F = x; G = 1%[9.22 µM]

COC(=O)c1ccccc1NC(=O)C1CC(=O)N(c2ccc(C)c(C)c2)C1 (configuration not stated)
  A = 25%[38.3 µM]; B = -0.3%; C = -6%; D = -16%[46.1 µM]; E = 4%; F = -8%; G = 2%

CC1CCCN(S(=O)(=O)c2coc(C(N)=O)c2)C1 (configuration not stated)
  A = 12%; B = 3.0%; C = 2%; D = 11%[46.1 µM]; E = -4%; F = 2%; G = -28%

Cc1ccc(/C=C/C(=O)Nc2cccc(S(=O)(=O)N3CCOCC3)c2)o1
  A = -7%; B = 1.3%; C = 1%; D = -15%[46.1 µM]; E = -6%; F = -5%; G = 10%

Nc1nnc(SCc2ccc(F)cc2)n1-c1ccccc1
  A = 0%; B = -2.3%; C = -4%; D = -4%[46.1 µM]; E = 3%; F = -8%; G = -11%

Oc1ccc(/C=N/NC(=S)NCc2ccco2)cc1
  A = -15%[38.3 µM]; B = 0.9%; C = -1%; D = -6%[46.1 µM]; E = -2%; F = 4%; G = 20%

Cc1ncc([N+](=O)[O-])n1CCOC(=O)c1cc(Cl)cc(Cl)c1N
  A = 2%; B = -0.3%; C = -2%; D = -14%; E = u; F = -18%; G = -12%

CC(C)(C)c1ccc(OCC(=O)O)cc1
  A = 16%[38.3 µM]; B = 0.0%&-2.0%; C = 0%; D = 1%[46.1 µM]; E = 9%&8%; F = 1%; G = -7%

CCOC(=O)c1ccc(NC(=O)CC2C(=O)OCCN2CC)cc1 (configuration not stated)
  A = 10%; B = 4.3%&15%; C = -3%; D = 25%; E = 1%; F = -21%[46 µM]; G = 6%

CCN1CCN(c2cc(C)c3cc(NC(=O)c4ccc5c(c4)OCO5)ccc3n2)CC1
  A = 14%; B = 0.0%; C = 3%; D = -17%; E = -8%; F = -23%; G = 6%

COc1cccc(C(=O)N2CCCC(CCC(=O)NCc3ccc(F)c(F)c3)C2)c1 (configuration not stated)
  A = 8%; B = 2.1%; C = -7%; D = -24%; E = -3%; F = u; G = x

O=C(CCC1CCCN(c2ncccn2)C1)N1CCN(c2ccccn2)CC1 (configuration not stated)
  A = x; B = 0.0%; C = x; D = 1%; E = 10%; F = x; G = 0%[9.22 µM]

Cc1ccc(Cn2cccc(NC(=O)NC3CCCCC3)c2=O)cc1
  A = -9%[38.3 µM]; B = 3.2%; C = 0%; D = -25%[46.1 µM]; E = -8%; F = -15%; G = -32%

O=C(CN1CCN(c2ccccc2O)CC1)NC(c1ccccc1)c1ccccc1
  A = 4%; B = 0.0%; C = -1%; D = -11%; E = -11%; F = 0%; G = 25%

Cc1ccc(NC(=O)CCC(=O)NNC(=O)c2ccccc2[N+](=O)[O-])c(C)c1
  A = 1%; B = 8.6%; C = 2%; D = 14%; E = 4%; F = x; G = 12%

Cc1nc(Nc2ccccc2)sc1-c1ccccc1
  A = x; B = -0.9%; C = x; D = -24%[46.1 µM]; E = -4%; F = u; G = 2%

COCCCn1ccc(O)c(Cc2ccc(F)cc2)c1=O
  A = -2%[38.3 µM]; B = -0.2%; C = -4%; D = 0%[46.1 µM]; E = 0%; F = 4%; G = -7%

O=C(Nc1ccc(F)cc1)c1sc(Cl)nc1-c1ccccc1
  A = 5%; B = -0.3%; C = -1%; D = -29%; E = 8%; F = -6%; G = -11%

Cn1c(CCN2CCCCC2)nc2cc(NC(=O)NC3CCCCC3)ccc21
  A = 18%[38.3 µM]; B = -0.8%; C = 0%; D = -11%[46.1 µM]; E = 4%; F = u; G = -9%

CCNc1nc(SC(C)C(=O)OC)nc(N2CCOCC2)n1 (configuration not stated)
  A = 13%[38.3 µM]; B = -1.4%; C = 12%; D = -5%[46.1 µM]; E = 2%; F = 7%; G = 21%

FC(F)Sc1nnc(-c2cccs2)n1-c1ccccc1
  A = 3%[38.3 µM]; B = 0.9%; C = 2%; D = -13%[46.1 µM]; E = 5%; F = -8%; G = 5%

Cc1ccc(-c2nnc(Nc3ccc(C(N)=O)cc3)c3ccccc23)cc1S(=O)(=O)NCC1CCCO1 (configuration not stated)
  A = 5%; B = -1.0%; C = -2%; D = 0%; E = 1%; F = -11%; G = 12%

Cc1oc2c(c(=O)c1C)C(=O)CC(c1ccccc1)C2 (configuration not stated)
  A = -2%[38.3 µM]; B = 4.3%; C = 1%; D = -4%[46.1 µM]; E = 3%; F = u; G = 18%

COc1cc(CNCc2ccccn2)ccc1OCc1ccc(Cl)c(Cl)c1
  A = 9%; B = -0.4%; C = 1%; D = -23%; E = -20%; F = -17%[46 µM]; G = -21%

O=C(COC(=O)c1n[nH]c2ccccc12)c1cc(F)ccc1F
  A = 4%; B = -0.8%; C = -4%; D = -3%; E = -4%; F = u; G = 2%

Cc1ccc(NC(=O)C2CCN(S(=O)(=O)c3cccc4cccnc34)CC2)nc1
  A = 13%[38.3 µM]; B = 1.7%; C = 1%; D = -1%[46.1 µM]; E = -2%; F = 1%; G = 18%

Nc1cccc2c1C(=O)N(C(=O)c1cccc(S(=O)(=O)N3CCCC3)c1)C2=O
  A = -37%[38.3 µM]; B = 3.2%; C = -1%; D = 3%[46.1 µM]; E = 0%; F = 10%; G = 18%

Cc1ccc(C)c(NC(=O)C(OC(=O)c2ccc(C)s2)c2ccccc2)c1 (configuration not stated)
  A = 8%; B = u; C = 2%; D = -42%; E = -3%; F = -10%; G = -9%

CCCCN=C(C)C1=C(O)CSC1=O
  A = 3%[38.3 µM]; B = -4.5%; C = -4%; D = 1%[46.1 µM]; E = 1%; F = 8%; G = 34%

Cc1cccc(C(=O)NCC(=O)OCC(=O)N2CC3(C)CC2CC(C)(C)C3)c1 (configuration not stated)
  A = -3%; B = 0.0%; C = -3%; D = 12%; E = -2%; F = 1%; G = 17%

CC(C)Oc1ccc(CC2CCC(=O)N(C)C2=O)cc1 (configuration not stated)
  A = -8%; B = 0.0%; C = -1%; D = 1%; E = 2%; F = -7%; G = -8%

N#Cc1cccc(NC(=O)COC(=O)c2cccc(N3C(=O)c4ccccc4C3=O)c2)c1
  A = -1%; B = 0.0%; C = 16%; D = -16%; E = -4%; F = 5%; G = -2%

CC(=O)Nc1ccc(NC(=O)C(C)OC(=O)CN(C)S(=O)(=O)c2ccc(Cl)cc2)cc1 (configuration not stated)
  A = 30%[38.3 µM]; B = 0.0%; C = 2%; D = -12%[46.1 µM]; E = 1%; F = 2%; G = 6%[9.22 µM]

COc1ccc(C2=NN(C(=O)CSc3nc4ccccc4s3)C(c3ccc(F)cc3)C2)cc1 (configuration not stated)
  A = 6%; B = 2.3%; C = 0%; D = -34%; E = 1%; F = -12%; G = -4%

O=C(CCc1ccc(Oc2cc([N+](=O)[O-])cc([N+](=O)[O-])c2)cc1)Nc1cccc(Cl)c1
  A = 21%; B = 2.8%; C = -3%; D = -16%; E = 1%; F = u; G = -5%

Cc1cc(NC(=O)CN(C)C)c([N+](=O)[O-])cc1C
  A = -8%; B = 5.5%; C = -2%; D = 5%; E = 7%; F = x; G = 9%

Cc1cc(C)c2c(c1)[C@@H]1C=CC[C@@H]1[C@H](c1ccc(S(=O)(=O)N3CCOCC3)cc1)N2
  A = 7%; B = 0.0%; C = -2%; D = -27%; E = 1%; F = u; G = u

COc1ccc(C2CC(c3ccc(F)cc3)n3nc(NS(C)(=O)=O)nc3N2)cc1 (configuration not stated)
  A = x; B = -0.3%; C = x; D = 23%; E = 0%; F = x; G = 3%[9.22 µM]

CCCCN1CCc2c1nc1ccc(Br)cc1c2N
  A = 50%[activator][38.3 µM]; B = -0.1%; C = -2%; D = -22%[46.1 µM]; E = 1%; F = u; G = -17%

Cn1c(=O)c([N+](=O)[O-])c(Oc2ccccc2)c2ccccc21
  A = 4%; B = u; C = -3%; D = u; E = 6%; F = u; G = 8%[9.22 µM]

CS(=O)(=O)N(CC(=O)N1CCC(C(N)=O)CC1)c1ccc(Oc2ccccc2)cc1
  A = -2%[38.3 µM]; B = -1.4%; C = 0%; D = 0%[46.1 µM]; E = -1%; F = 1%; G = -10%

NNC(=O)c1ccc(Cn2cc(Br)cn2)cc1
  A = -4%; B = -5.7%; C = -1%; D = 8%; E = 5%; F = u; G = 0%

COc1ccc2c(c1)cc(C(=O)O)n2C
  A = 17%[38.3 µM]; B = 0.0%; C = 1%; D = -13%[46.1 µM]; E = 3%; F = -5%; G = 9%

Cc1ccc(CNC(=O)C2(NC(=O)Nc3ccc(C)cc3)CCCCC2)cc1
  A = -10%[38.3 µM]; B = -0.9%; C = -1%; D = -17%[46.1 µM]; E = 0%; F = -1%; G = -15%

O=C(CN(C1CCCCC1)S(=O)(=O)c1ccc(Br)cc1)NCc1cccnc1
  A = 2%; B = 1.5%; C = -2%; D = 9%; E = 7%; F = 11%[46 µM]; G = -9%[9.22 µM]

High-throughput results from PubChem BioAssay.
